Assay outcomes from PubChem BioAssay.
Lipid storage S3 = qHTS Assay for Lipid Storage Modulators in Drosophila S3 Cells. Drosophila S3 cells, BODIPY lipid droplet fluorescence, 18-24 h; cells fed with added oleic acid. 320,000 compounds, 0.64% hits. Potency in µM for hits, for the others lipid storage change, negative = inhibition, % at the top dose, mostly 46.1 µM. AID 2685, 2010; active = well fitted inhibition curve with a large enough effect in the signal ratio, with a control signal flat, not every such curve was filed as active; inconclusive = small, poorly fitted or top-dose-only effect, or effect the other way, or a change in a side signal; the % refers to the signal ratio
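Drosophila S3 cells loaded with oleic acid (400 uM, as added) and compounds at several concentrations; lipid droplets imaged by 488-nm laser-scanning cytometry, 500–530 nm intensity and object ratio to cell channel. Percent activity normalized to 20 uM Triacsin C.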
Lipid storage S3 cell count max = second read-out of Lipid storage S3, no call of its own (marks repeat the call); cell number change, %; measured here: cell count max response;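 cells counted by Cell Tracker Red CMTPX staining in the red channel; peak over a dose series mostly up to 46.1 µM; percent activity relative to internal control wells on each plate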
* hit, by the source's call; i = inactive; ? = inconclusive; / = not tested or not shown; [ ] = another dose, or the depositor's remark. % is set by controls: 0 for no effect and ±100 for the full control effect; potency is the fitted concentration of half-maximal effect. Some of the compounds tested (hit frequency here may not be typical).

Sample of the layout (4 entries):
compound | Lipid storage S3 | Lipid storage S3 cell count max
O=C(N/C(=C/c1ccc(Cl)cc1)c1nc2ccccc2[nH]1)c1ccco1 | ? | /
COc1ccc(OC)c(CNC(=O)CCC(=O)N2Cc3cccc(OC)c3Oc3ncccc32)c1 | ? | /
COc1ccc(NC(=O)CSc2nnc3ccc(-c4cccnc4)nn23)cc1 | ? | /
CC(C)CC(=O)Nc1ccc(OCC(=O)O)cc1 | -1% | 7

The listing, from the first entry:
compound | Lipid storage S3 | Lipid storage S3 cell count max
O=C(N/C(=C/c1ccc(Cl)cc1)c1nc2ccccc2[nH]1)c1ccco1 | ? | /
COc1ccc(OC)c(CNC(=O)CCC(=O)N2Cc3cccc(OC)c3Oc3ncccc32)c1 | ? | /
COc1ccc(NC(=O)CSc2nnc3ccc(-c4cccnc4)nn23)cc1 | ? | /
CC(C)CC(=O)Nc1ccc(OCC(=O)O)cc1 | -1% | 7
COc1ccc(CNC(=O)CCC(=O)c2ccccc2)cc1 | ? | /
CC(C)(C)[C@@H]1C=C(C(=O)N2CCN(Cc3ccccc3)CC2)O[C@H](OCc2ccc(CO)cc2)C1 | -21% | -8
Nc1nc(Cn2nnc(-c3ccccc3Cl)n2)nc(N2CCOCC2)n1 | ? | /
COc1ccc(OCC(=O)OCC(=O)c2ccc(OC)c(F)c2)cc1 | 4% | -8
CCc1ccc(C(CC(=O)O)N2Cc3ccccc3C2=O)cc1 (centres undefined) | ? | /
COC(=O)c1[nH]c2ccccc2c1NC(=O)Oc1ccccc1 | ? | /
COc1cc2c(cc1OC)CN(C(=O)c1ccc(S(=O)(=O)N3CCCC3)cc1)CC2 | ? | /
CCCCn1c(N)c(N(CC(C)C)C(=O)c2cc(=O)[nH]c3ccccc23)c(=O)[nH]c1=O | 8% | -10
Cc1ccc(CN(C(=O)c2ccc([N+](=O)[O-])cc2)C2CCS(=O)(=O)C2)o1 (centres undefined) | -15% | -11
Cc1cccc(N(CC(=O)NC2CCCC2)C(=O)c2csnn2)c1C | 3% | 0
CCOC(=O)CCCNS(=O)(=O)c1c(C)ccc2nsnc12 | 5% | -1
CCOc1cc(/C=N/O)ccc1OCc1ccc(C)cc1 | ? | /
Cc1ccc(S(=O)(=O)N(c2ccccc2)C2CCS(=O)(=O)C2)cc1 (centres undefined) | -1% | -1
CC(=O)Nc1ccccc1OCC(=O)NCC(F)(F)F | ? | /
Cc1ccc(NC(=O)Cc2ccc(Cl)cc2)cc1S(=O)(=O)N1CCCCCC1 | ? | /
CC(C)CN(CC(C)C)C(=O)c1cccc(S(=O)(=O)N2CCc3ccccc32)c1 | ? | /

Complete entries, quoted from the list. Screens in order: Lipid storage S3, Lipid storage S3 cell count max
`COc1cc2c(cc1OC)CN(C(=O)c1ccc(S(=O)(=O)N3CCCC3)cc1)CC2` is listed as ?, /
`CCOC(=O)CCCNS(=O)(=O)c1c(C)ccc2nsnc12` is listed as 5%, -1
`COC(=O)c1[nH]c2ccccc2c1NC(=O)Oc1ccccc1` is listed as ?, /
`Cc1ccc(CN(C(=O)c2ccc([N+](=O)[O-])cc2)C2CCS(=O)(=O)C2)o1` (centres undefined) is listed as -15%, -11

Next part:
compound | Lipid storage S3 | Lipid storage S3 cell count max
Cc1ccc(NC(=S)N2CCC(c3nc4ccccc4s3)CC2)cc1C | 15% | 3
COC(=O)N/N=C/c1cc(C)n(-c2ccc(Br)cc2)c1C | -1% | 7
O=C(CCc1nnc2n(Cc3ccc(F)cc3)c(=O)c3ccccc3n12)N1CCN(c2ccccn2)CC1 | 13µM* | -19*
Nc1ccc(C(=O)OCc2ccncc2)cc1[N+](=O)[O-] | ? | /
COc1ccc(OC)c(/C=C/c2c([N+](=O)[O-])c(=O)n(C)c(=O)n2C)c1 | 12% | -8
CCOC(=O)C1=C(c2ccccc2)NC(N)=NC1c1ccc(OCc2ccc(Cl)cc2)c(OC)c1 (centres undefined) | ? | /
CCC(Sc1nc2c(c(=O)n1CC)SC(C)C2)C(=O)OC (centres undefined) | -2% | /
COc1ccc(S(=O)(=O)N(CC(=O)N2CCCC2)Cc2ccccc2)cc1 | -17% | 14
O=C(N/N=C/c1ccccn1)c1cc(-c2ccc(Cl)cc2)nc2ccccc12 | ? | /
O=S(=O)(NCc1ccco1)c1cccc(S(=O)(=O)N2CCOCC2)c1 | ? | /
CC1(C)C2CCC1(C)C(NCC(O)COc1ccc(C#N)cc1)C2 (centres undefined) | 10% | 11
COc1cc(CC(=O)OCC(=O)Nc2ccc([N+](=O)[O-])cc2)cc(OC)c1OC | ? | /
CCc1ccc(S(=O)(=O)NCc2cn3ccccc3n2)s1 | 21%[9.22 µM] | /
COc1ccc(S(=O)(=O)N2CCOC2CNC(=O)C(=O)NCc2ccc3c(c2)OCO3)cc1OC (centres undefined) | -1% | 2
COc1ccc(OCCSc2nnc(CCNC(=O)c3ccc(OC)cc3)n2C)cc1 | ? | /
Cc1ccc(NC(=O)CCN2C(=O)c3ccncc3C2=O)cc1 | 27% | -17
O=C(NCc1ccc(F)cc1)c1nc(-c2cccs2)no1 | ? | /
NS(=O)(=O)c1cccc(NC(=O)COc2ncnc3c2cnn3-c2ccccc2)c1 | ? | /
Cc1ccc(S(=O)(=O)NCc2ccccc2)cc1C(=O)N1CCCCC1 | -27% | -17
CC(C)OC(=O)CSc1nc2ncc(Cl)cc2[nH]1 | -1% | 14
O=C(Nc1ccccc1)Nc1nccs1 | -11% | 0
COc1ccccc1CC(=O)NC1CC1 | ? | /
CCOc1ccc(S(=O)(=O)N2CCCC(C(=O)N3CCC(C(N)=O)CC3)C2)cc1Cl (centres undefined) | ? | /
CCOc1ccccc1NC(=O)NNC(=O)CCc1ccc(OC)cc1 | ? | /
CCOC(=O)c1ccc(C(=S)N2CCCC2)cc1 | ? | /
CC(C)CN(C(=O)CSc1nnc(-c2cccs2)n1N)c1c(N)n(Cc2ccccc2)c(=O)[nH]c1=O | ? | /
Cc1cc(Oc2ccc(=O)n(C)n2)nc(SCCOc2ccccc2)n1 | ? | /
CCCNS(=O)(=O)c1ccc(CCC(=O)NCc2ccc3c(c2)OCO3)cc1 | ? | /
COc1ccc(C(=O)OC(C(=O)c2ccc(C)cc2)c2ccccc2)cc1 (centres undefined) | -8% | -8
COc1cccc(NC(=O)COC(=O)CCC(=O)c2cccs2)c1 | ? | /
Cc1cc(N)ccc1NC(=O)c1ccccc1 | -4% | -4
Cc1ccc2[nH]c(=O)c(CN(C(=O)c3cccc([N+](=O)[O-])c3)C(C)(C)C)cc2c1 | ? | /
CCCc1cc(C(=O)N2CCCC(N3CCN(c4ccccc4F)CC3)C2)n(C)n1 (centres undefined) | ? | /
O=S(=O)(NCCN1CCCC1)c1cccc2cccnc12 | ? | /
CCN1C(=O)/C(=C/c2cc(C)n(C)c2C)SC1=Nc1ccc(OC)cc1 | ? | /
Cc1ccc(NC(=O)Cn2cnc3c(nnn3Cc3ccc(F)cc3)c2=O)cc1 | 22%[9.22 µM] | 3
COc1ccc(/C=C2\Oc3cc(OC(=O)N4CCOCC4)ccc3C2=O)c(OC)c1 | 4% | 1
CSCCC(=O)N(C)CC1CCCN(CCc2cccc(C(F)(F)F)c2)C1 (centres undefined) | 3% | -9
CN(C)CCCNC(=O)c1ccc2[nH]c3ccccc3c2c1 | 7% | -2
O=C(c1ccccc1)C1Oc2ccccc2C2CC(c3cccs3)=NN12 (centres undefined) | ? | /
COc1cccc(C(=O)N2CCN(Cc3ccc4c(c3)OCO4)CC2)c1OC | ? | /
COC(=O)CCC(=O)COc1ccc(OC)cc1C#N | 18% | -9
N=c1c2c(n(Cc3ccc(F)cc3)c3c1CCC3)CCCC2 | ? | /
Cc1cc(C)c(S(=O)(=O)N2CCOC2CNC(=O)C(=O)NCc2ccncc2)c(C)c1 (centres undefined) | ? | /
CC(C)CCNC(=O)Cn1c(=O)oc2cc(S(=O)(=O)N3CC(C)CC(C)C3)ccc21 (centres undefined) | ? | /
Cc1noc(C)c1CCC(=O)Nc1c(C(C)C)cccc1C(C)C | ? | /
CC(C)CNC(=S)N(CCN(C)C)Cc1cc2cc3c(cc2[nH]c1=O)OCCO3 | ? | /
O=C(Nc1ccccc1Cl)c1cc(S(=O)(=O)N2CCCCC2)ccc1N1CCOCC1 | ? | /
CC(NC(=O)c1ccc2c(c1)S(=O)(=O)N=C1CCCCCN12)c1ccc(S(N)(=O)=O)cc1 (centres undefined) | 0% | 13
Cc1nc2ccccc2c(=O)n1NC(=O)c1ccc(Cl)c(Cl)c1 | i | 29
CCOc1ccc(N=Nc2cc(C(C)C)ccc2O)cc1 | ? | /
COc1cc(OC)cc(C(=O)NC(C)CNc2ccc(Cl)cc2[N+](=O)[O-])c1 (centres undefined) | 16µM* | -19*
O=S(=O)(NC(=NCc1ccccc1)c1ccccc1)c1ccc(Br)cc1 | -17% | 2
O=C(N1CCOCC1)N1c2ccccc2Sc2ccccc21 | 9% | /
CCS(=O)(=O)N1CCN(c2ncnc3sc(C)c(C)c23)CC1 | -3% | -2
COc1ccc(C)cc1NC(=O)COC(=O)c1ccc([N+](=O)[O-])o1 | 5% | /
CCCc1[nH]nc2c1C(CCC)C(C#N)=C(N)O2 (centres undefined) | ? | /
CC1CC(C)CN(S(=O)(=O)N2CCCC(C(=O)NCc3ccccc3Cl)C2)C1 (centres undefined) | ? | /
Cc1ccc(OCc2ccc([N+](=O)[O-])cc2)c([N+](=O)[O-])n1 | i | 6
Cc1ccc(NC(=O)CC2OC(=O)c3ccccc32)cc1S(=O)(=O)N1CCCCCC1 (centres undefined) | ? | /

The list continues.
compound | Lipid storage S3 | Lipid storage S3 cell count max
O=C(NCC1CCOCC1)c1ccc(OC2CCN(Cc3ccccn3)CC2)cc1 | 21% | 6
CC1CCCN(C(=O)CSc2ncccn2)C1 (centres undefined) | ? | /
O=C(NCCCN1CCCC1=O)c1ccc2c(=O)n(Cc3ccco3)c(=S)[nH]c2c1 | 4% | 0
CC(C)(C)C1CCc2c(sc3nc(SCC(N)=O)nc(N)c23)C1 (centres undefined) | ? | /
CCOc1ccc(-n2c(-c3ccco3)nc3c(cnn3-c3ccc(C)cc3)c2=O)cc1 | -10% | 12
Cc1nn2c(=O)cc(COC(=O)c3c(F)cccc3Cl)nc2s1 | ? | /
Cc1nc([N+](=O)[O-])c(SCC(N)=O)n1Cc1ccccc1 | -1% | 11
CCOc1ccc(NC(=O)CCC(=O)O)cc1 | ? | /
CCCCn1c(N)c(N(CC)C(=O)c2ccccc2F)c(=O)[nH]c1=O | 8.2µM* | 6.4*
COc1ccc(N/C(=C/[N+](=O)[O-])SC)cc1 | ? | /
CC(C)Cn1c2c(c(=O)[nH]c1=O)C(NS(=O)(=O)c1ccc(Cl)cc1)(C(F)(F)F)C(=O)N2 (centres undefined) | -13% | -9
CC(C)CCN1CCN(Cc2cccc(-n3cccn3)c2)CC1CCO (centres undefined) | ? | /
Nc1scc2c(C(=O)N/N=C/c3ccc(Cl)cc3)nn(-c3ccccc3)c(=O)c12 | 6% | 5
CN1CCN(c2nc(-c3ccc(Cl)cc3Cl)nc3ccccc23)CC1 | i | -4
COc1cccc(-n2nnc3c(=O)n(CC(=O)OCc4ccccc4)cnc32)c1 | -4% | 11
CN(C)C(CNC(=O)Cc1cccc(C(F)(F)F)c1)c1ccco1 (centres undefined) | -8% | 8
Cc1ccc(OCCn2c(Br)nc3c2c(=O)n(C)c(=O)n3C)cc1 | -7% | -11
CCOc1ccc(C2CC(c3cccc(C)c3)n3ncnc3N2)cc1 (centres undefined) | ? | /
CCN(C(=O)COC(=O)c1nc(Cl)ccc1Cl)C1CCS(=O)(=O)C1 (centres undefined) | ? | /
N#Cc1c(-c2ccccc2)ccn(Cc2ccccc2Cl)c1=O | -12% | -4
Cc1ccn2c(C(=O)c3ccc(Cl)cc3)cnc2c1 | ? | /
Cc1cccc(OCc2nnc(NC(=O)Cc3cccs3)s2)c1 | 6% | 7
CC(C)C(=O)Nc1cccc(-c2nc3ncccc3o2)c1 | ? | /
Cc1sc(NC(=O)/C=C/c2ccco2)c(C(=O)O)c1C | -1% | 4
O=C(NC1CCN(Cc2ccc(F)cc2)CC1)c1ccccc1 | ? | /
Cc1ccccc1C(=O)NNC(=O)CSc1nnc(-c2ccncc2)n1-c1ccccc1 | 1% | 6
CCCN(C(=O)C1CCCN(c2ncnc3c2nc2n3CCCCC2)C1)c1ccc(F)cc1 (centres undefined) | ? | /
COc1ccc(S(=O)(=O)NCc2ccccn2)cc1NC(=O)c1ccccc1C | 10%[0.0737 µM] | /
CCOC(=O)N1CCN(C(=O)CS(=O)(=O)Cc2nc(-c3ccccc3F)oc2C)CC1 | 19% | 15
COc1ccc(-n2nc3c(N4CCC(C(=O)N5CCC(C)CC5)CC4)nnc(C)c3c2C)cc1 | ? | /
CCN1CCN(c2ccc(S(=O)(=O)N3CCOCC3)cc2NC(=O)/C=C/c2ccc(C)cc2)CC1 | ? | /
Cc1nc(SCc2ccc(C(=O)O)cc2)nc2c1CCCC2 | -9% | 9
O=C(NC(=S)N1CCN(Cc2ccccc2)CC1)c1ccco1 | ? | /
CN(C)S(=O)(=O)c1ccc(Oc2ccc(S(=O)(=O)N(C)C)cc2)cc1 | ? | /
O=C(CCc1ccccc1)NCCC1=CCCCC1 | -9% | /
Cc1ccc(NC(=O)NNC(=O)C2CC(c3cccs3)=NO2)cc1 (centres undefined) | -6% | /
Cc1ccc(-n2nc(C(=O)O)cc2-c2ccccc2)cc1 | ? | /
